Compound activity (PubChem BioAssay)
PGC1a acetyl inh – modulators of PGC1a acetylation; inhibition, % at 15.6 µM; hit rate 0.17% among 350,000; U2OS PGC1a acetylation, AlphaScreen anti-acetyl-lysine; with virally co-expressed GCN5 acetyltransferase;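 active = every replicate shows inhibition of at least 40%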;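 note: 0% = neutral control wells and 100% = positive control wells; some results beyond the cut were filed as inactive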
LGR2 inh – Drosophila LGR2 receptor signaling inhibition | HEK293 LGR2, CRE-luciferase, bursicon-stimulated, 4 h | hit rate 0.35% among 380,000 | inhibition, % at 9.99 µM;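 active = drop in luminescence signal, shown as inhibition above about 50% in the replicate tests, limit read from the data, passing the limit was not always enough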;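 note: agonist challenge used bursicon conditioned medium at about half maximal strength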
Statin myotox sup – suppression of simvastatin myotoxicity | C2C12 myotubes + simvastatin, ATP luminescence, 48 h; scaled: DMSO 0, geranylgeraniol control 100 | rescue of ATP level, % at 7.49 µM | hit rate 0.78% among 330,000 | AID 602340;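 active = mean ATP rescue above about 67%, or every replicate alone reaching that limit, limit read from the data, passing the limit was not always enough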;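 note: myotubes were challenged with 10 µM simvastatin during compound exposure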
ERAP1 inh – blocks human ERAP1 aminopeptidase activity; recombinant ERAP1, Leu-AMC fluorescence, 60 min; hit rate 0.15% among 340,000; inhibition, % at 10.7 µM; Q9NZ08;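 active = mean replicate inhibition of at least 30%, or all replicates individually reaching that 30% level; inactive = mean below 30% and not every replicate reaching it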;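 note: 0% = neutral control wells and 100% = L-leucinethiol positive control wells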
Target sequence (Q9NZ08 whole entry, looked up): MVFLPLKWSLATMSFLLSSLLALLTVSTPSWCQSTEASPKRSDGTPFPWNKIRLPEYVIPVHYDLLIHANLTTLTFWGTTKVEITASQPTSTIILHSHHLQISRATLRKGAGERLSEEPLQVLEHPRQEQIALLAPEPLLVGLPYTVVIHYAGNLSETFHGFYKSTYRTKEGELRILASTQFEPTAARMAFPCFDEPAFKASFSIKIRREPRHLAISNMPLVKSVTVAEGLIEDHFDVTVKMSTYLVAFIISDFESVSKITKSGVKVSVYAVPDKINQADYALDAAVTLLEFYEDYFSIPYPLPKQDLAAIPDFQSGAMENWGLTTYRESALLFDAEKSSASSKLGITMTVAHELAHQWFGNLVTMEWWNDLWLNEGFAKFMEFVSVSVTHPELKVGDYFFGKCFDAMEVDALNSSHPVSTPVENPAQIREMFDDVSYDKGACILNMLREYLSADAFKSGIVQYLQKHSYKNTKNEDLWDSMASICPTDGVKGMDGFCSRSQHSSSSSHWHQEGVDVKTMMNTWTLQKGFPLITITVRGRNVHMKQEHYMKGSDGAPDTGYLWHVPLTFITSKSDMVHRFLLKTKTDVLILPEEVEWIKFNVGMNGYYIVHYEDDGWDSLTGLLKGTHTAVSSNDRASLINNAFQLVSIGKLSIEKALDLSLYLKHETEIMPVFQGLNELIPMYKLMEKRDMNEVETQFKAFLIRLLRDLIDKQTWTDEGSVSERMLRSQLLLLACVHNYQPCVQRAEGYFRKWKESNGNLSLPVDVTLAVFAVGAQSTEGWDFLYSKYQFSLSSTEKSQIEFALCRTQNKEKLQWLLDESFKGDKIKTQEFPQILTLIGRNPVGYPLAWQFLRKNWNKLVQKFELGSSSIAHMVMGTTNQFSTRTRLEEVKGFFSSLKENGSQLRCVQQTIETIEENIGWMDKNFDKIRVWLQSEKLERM
S100A4 MyoIIA – blocks human S100A4 binding to myosin IIA peptide | S100A4/TAMRA-MyoIIA peptide fluorescence polarization | inhibition, % at 10.7 µM | hit rate 0.14% among 360,000;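 active = mean inhibition of at least 70% across replicates, with every replicate also reaching that level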
Target sequence (P26447 whole entry, looked up): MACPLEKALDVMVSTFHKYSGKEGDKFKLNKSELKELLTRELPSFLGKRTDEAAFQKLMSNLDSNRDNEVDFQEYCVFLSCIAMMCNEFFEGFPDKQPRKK
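Material: S100A4 monomer (human). Medium: Calcium-containing HEPES buffer, pH 7.2. Probe or stimulus: labelled myosin peptide probe, 5 nM. Compound dosing: one concentration per compound. Timing: polarization read 5 min after assay mix addition, stable 5–60 min. Benchmarks: DMSO as neutral control, TFP as positive control.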
SIRT5 block – blocks human SIRT5 desuccinylation of peptide. Q9NXA8. Purified SirT5, succinyl-peptide AMC, trypsin-coupled fluorescence. inhibition, % at 15 µM. hit rate 1.1% among 330,000; in the data active = inhibition above about 15%
Xi reactivation – activators of X-chromosome reactivation in mouse fibroblasts | XiGFP mouse fibroblasts, % GFP-positive cells imaging, 3 d; cells co-treated with 5-aza-dC sensitizer; scaled so ellipticine positive control = 100% | activation, % at 7.58 µM | hit rate 0.055% among 360,000 | AID 743238;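 active = mean normalized replicate activation at least 10% and every replicate at or above 10%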;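 note: 0% = median of on-plate neutral control wells and 100% = ellipticine 6 µM median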
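System: XiGFP fibroblasts, SV40-immortalized. Medium: DMEM plus 5-aza-dC sensitizer. Doses: single point. Timing: 3 d treatment, 15 min room-temperature fixation. Control set: ellipticine 6 µM.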
Cneo AK release – Cryptococcus neoformans lysis via adenylate kinase release; hit rate 0.2% among 360,000; lysis activity, % at 15 µM; AID 651654; C. neoformans lysis, adenylate kinase release luminescence, 4 h; normalised: neutral wells 0, clomiphene wells 100;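 active = mean lysis activity across replicates of at least 80%, whatever share of replicates individually reach that level; inactive = mean lysis activity below 80%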
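Assay system: C. neoformans cells. Amount: yeast cell density of 5 × 10^6 cells/mL. Technique: AK luminescence. Buffer or medium: YPD. Times: static 4 h at 37 °C with compound, 1 h detection. Dosing: single-point compound dose. Read-out: lysis from increased AK signal.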
An asterisk follows results filed as active; x = no result given; & = joins results of further samples.

A first look:
[1] O=C(NC1CCCCC1)C(c1ccnc2ccccc12)N1CCOCC1 (stereo not drawn)
[2] CCc1ccc(-c2cc(C)no2)cc1S(=O)(=O)N1CCOc2ccc(C)cc21
[3] COc1ccc(Cl)cc1NC(=O)CN(C)CC(=O)Nc1ccc(C)cc1Br
assay / entry	1	2	3
PGC1a acetyl inh	4	-9	-4
LGR2 inh	-5	11	15
Statin myotox sup	0	0	-2
ERAP1 inh	1	1	2
S100A4 MyoIIA	1	1	4
SIRT5 block	-2	9	1
Xi reactivation	0.0	0.0	-0.1
Cneo AK release	-8	-3	-1

The whole of this part, repeating the preview:
[1] O=C(NC1CCCCC1)C(c1ccnc2ccccc12)N1CCOCC1 (stereo not drawn)
[2] CCc1ccc(-c2cc(C)no2)cc1S(=O)(=O)N1CCOc2ccc(C)cc21
[3] COc1ccc(Cl)cc1NC(=O)CN(C)CC(=O)Nc1ccc(C)cc1Br
[4] O=C(C[C@H]1CC[C@@H](NC(=O)c2cccc(F)c2)[C@H](CO)O1)NCc1ccccc1
[5] CCc1nnc(NC(=O)CN2C(=O)N(C)C3(CCCCC3)C2=O)s1
[6] O=C(Cc1ccc(NC2=NC3CS(=O)(=O)CC3S2)cc1)N1CCN(c2ccc(F)cc2)CC1 (stereo not drawn)
assay / entry	1	2	3	4	5	6
PGC1a acetyl inh	4	-9	-4	-5	7	-1
LGR2 inh	-5	11	15	6	4	16
Statin myotox sup	0	0	-2	5	11	-11
ERAP1 inh	1	1	2	-2	1	2
S100A4 MyoIIA	1	1	4	4	-41	-2
SIRT5 block	-2	9	1	2	-3	0
Xi reactivation	0.0	0.0	-0.1	0.1	0.1	0.1
Cneo AK release	-8	-3	-1	0	0	-1

[7] CC(C)(C)N(CC(=O)NC1CCCCC1)C(=O)CS(=O)CC(=O)Nc1ccc(F)cc1 (stereo not drawn)
[8] CCN1C(=O)[C@H]2[C@@H](c3ccc(-c4ccc(C(C)=O)cc4)cc3)N3CCC[C@@]3(C(=O)OC)[C@H]2C1=O
[9] Cc1cc(C)n(-c2ncc3c(n2)N(CCO)CCOC3=O)n1
[10] CCN(CC)S(=O)(=O)c1cccc(C(=O)N[C@H](C(=O)NC2=NCCS2)C(C)C)c1
[11] Nc1c2c(nc3ccn(-c4ccccc4)c(=O)c13)CCCCC2
[12] COc1ccc(NC(=O)CSc2nnc(C)c3ccccc23)cc1
assay / entry	7	8	9	10	11	12
PGC1a acetyl inh	-5	x	5	-7	x	4
LGR2 inh	11	x	16	-13	1	10
Statin myotox sup	1	-1	x	x	-12	9
ERAP1 inh	-1	-2	0	0	-1	3
S100A4 MyoIIA	-2	-12	-3	-2	-3	5
SIRT5 block	-1	-1	-1	1	-2	0
Xi reactivation	0.1	-0.2	0.2	0.0	x	0.1
Cneo AK release	0	2	-6	x	5	17

[13] CCOC(=O)[C@]12CCC=C1N(CCC1=CCCCC1)C(=O)[C@H](CC(=O)NCCCN1CCCC1=O)C2
[14] COc1ccccc1Nc1nccc(N(C)C)c1C#N
[15] COc1ccc(-c2nn(-c3ccccc3)cc2CNCc2cccnc2)c(F)c1
[16] CN1C2CCC1CC(OC(c1ccccc1)c1ccccc1)C2 (stereo not drawn)
[17] O=C(OCc1ccccc1)c1cc(S(=O)(=O)N2CCCCC2)ccc1N1CCOCC1
[18] CCC(=O)N1C[C@H](C)[C@@H](OC)CN(C)C(=O)c2cc(NC(=O)COC)ccc2OC[C@@H]1C
assay / entry	13	14	15	16	17	18
PGC1a acetyl inh	x	3	x	-10	-10	7
LGR2 inh	12	10	-10	1	-19	-11
Statin myotox sup	x	-2	x	9	1	0
ERAP1 inh	x	2	-3	-2	2	-2
S100A4 MyoIIA	-8	1	-12	-6	1	13
SIRT5 block	-3	-5	0	-5	7	x
Xi reactivation	0.2	0.0	0.0	0.0	0.2	0.3
Cneo AK release	x	-2	x	1	-3	-1

[19] CCOC(=O)N1CCN(C(=O)c2oc3ccc(S(=O)(=O)N4CCCCC4)cc3c2C)CC1
[20] CCOC(=O)CSc1nc2ccsc2c(=O)n1C1CCN(C(=O)OCC)CC1
[21] Cc1cc(C(=O)Cn2c(CO)nc3ccccc32)c(C)n1C
[22] C[C@@H]1CN([C@@H](C)CO)C(=O)Cc2cc(NC(=O)C3CC3)ccc2O[C@@H]1CN(C)Cc1ccncc1
[23] COc1c(O)c(=O)n2c3ccccc3c3ccnc1c32
[24] O=C1OC(c2ccccc2)(c2ccccc2)c2ccsc21
assay / entry	19	20	21	22	23	24
PGC1a acetyl inh	-21	27	0	16	1	1
LGR2 inh	6	18	-12	2	8	13
Statin myotox sup	2	x	12	12	14	0
ERAP1 inh	x	1	-6	5	10	4
S100A4 MyoIIA	x	2	-4	9	3	-1
SIRT5 block	x	-4	-2	-7	x	x
Xi reactivation	x	x	0.0	0.0	x	0.2
Cneo AK release	-1	x	-2	0	-12	0

Reformatted: entries from further up.
(19) CCOC(=O)N1CCN(C(=O)c2oc3ccc(S(=O)(=O)N4CCCCC4)cc3c2C)CC1
  PGC1a acetyl inh: -21 | LGR2 inh: 6 | Statin myotox sup: 2 | ERAP1 inh: x | S100A4 MyoIIA: x | SIRT5 block: x | Xi reactivation: x | Cneo AK release: -1

(20) CCOC(=O)CSc1nc2ccsc2c(=O)n1C1CCN(C(=O)OCC)CC1
  PGC1a acetyl inh: 27 | LGR2 inh: 18 | Statin myotox sup: x | ERAP1 inh: 1 | S100A4 MyoIIA: 2 | SIRT5 block: -4 | Xi reactivation: x | Cneo AK release: x

(listing goes on)
[25] CCOc1ccc(NC(=O)COC(=O)CNC(=O)c2ccc(-c3ccccc3)cc2)cc1
[26] O=C1NC[C@H](CCCCN2C[C@H](Cc3ccccc3)N(CCc3ccccc3)C(=O)C2=O)N(CC2CCCCC2)C1=O
[27] COC(=O)CCC(=O)N1CCOCCOCCOCC1
[28] O=C(O)c1cc(-c2ccc3c(c2)OCCO3)n[nH]1
[29] O=C(c1cnccn1)N1C[C@@H]2[C@H](c3ccccc31)[C@H](CO)N2Cc1ccc2c(c1)OCO2
[30] CN(C)CCCNS(=O)(=O)c1cc(Cl)c(Cl)cc1Cl
assay / entry	25	26	27	28	29	30
PGC1a acetyl inh	13	x	x	3	-3	6
LGR2 inh	-13	9	-4	-11	-11	7
Statin myotox sup	10	x	x	-4	-2	5
ERAP1 inh	0	-2	-1	0	3	4
S100A4 MyoIIA	6	-39	-1	-2	10	-3
SIRT5 block	-5	2	-4	1	3	0
Xi reactivation	0.0	0.0	0.0	0.0	0.2	0.0
Cneo AK release	-2	x	x	0	-1	x

[31] COc1ccc(-n2nc3c(c2NC(=O)C2CC2)CS(=O)(=O)C3)cc1
[32] CC(C)N1CCN(Cc2ccc(-c3ccccc3)cc2)CC1CCO (stereo not drawn)
[33] C[C@@H]1CN([C@@H](C)CO)S(=O)(=O)c2ccc(C#CC(C)(C)O)cc2O[C@H]1CN(C)Cc1ccc(-c2ccccc2)cc1
[34] C=C[C@]1(C)C[C@H]1[C@H](NP(=O)(c1ccccc1)c1ccccc1)c1ccccc1
[35] C[C@@H]1CCCCO[C@H](CN(C)S(=O)(=O)c2ccc(F)cc2)[C@H](C)CN([C@@H](C)CO)C(=O)c2cc(NS(=O)(=O)c3ccc(Cl)cc3)ccc2O1
[36] O=C(O)CCCN1C(=O)c2ccc(C(=O)c3cccc([N+](=O)[O-])c3)cc2C1=O
assay / entry	31	32	33	34	35	36
PGC1a acetyl inh	x	11	9	-2	-15	2
LGR2 inh	3	7	-5	8	10	-13
Statin myotox sup	6	4	-90	3	x	5
ERAP1 inh	2	-2	3	-1	1	-8
S100A4 MyoIIA	18	2	-1	1	-8	-2
SIRT5 block	-1	-6	-2	-7	13	0
Xi reactivation	0.0	0.3	0.8	0.0	0.4	0.0
Cneo AK release	0	-2	2	1	-4	1

An excerpt from above in order of number of heavy atoms, rising:
[30] CN(C)CCCNS(=O)(=O)c1cc(Cl)c(Cl)cc1Cl
[16] CN1C2CCC1CC(OC(c1ccccc1)c1ccccc1)C2 (stereo not drawn)
[26] O=C1NC[C@H](CCCCN2C[C@H](Cc3ccccc3)N(CCc3ccccc3)C(=O)C2=O)N(CC2CCCCC2)C1=O
assay / entry	30	16	26
PGC1a acetyl inh	6	-10	x
LGR2 inh	7	1	9
Statin myotox sup	5	9	x
ERAP1 inh	4	-2	-2
S100A4 MyoIIA	-3	-6	-39
SIRT5 block	0	-5	2
Xi reactivation	0.0	0.0	0.0
Cneo AK release	x	1	x

Carrying on:
[37] CSc1nc(-c2ccco2)nn1C(=O)c1ccccc1Cl
[38] C[C@@H]1CN([C@@H](C)CO)C(=O)CCCn2nncc2CO[C@H]1CN(C)C(=O)c1ccc(N2CCN(C)CC2)cc1
[39] CC(C)COC(=O)C1C(=O)CC(C)(O)C(C(=O)OCC(C)C)C1c1cccnc1 (stereo not drawn)
[40] Cc1ccccc1/C=N\NC(=O)c1ccccc1-n1cccc1
[41] COC(=O)CC1COc2ccccc2N1S(=O)(=O)c1ccc(Br)cc1 (stereo not drawn)
[42] C[C@@H]1CN([C@H](C)CO)C(=O)c2cc(NS(=O)(=O)c3ccccc3)ccc2O[C@H]1CN(C)Cc1ccc2c(c1)OCO2
assay / entry	37	38	39	40	41	42
PGC1a acetyl inh	13	4&1&2	-2	x	x	-1
LGR2 inh	2	11&-22	x	-30	9	-30
Statin myotox sup	x	8&3&-7	-12	x	6	33
ERAP1 inh	x	-3&-1&-2	x	-2	-3	3
S100A4 MyoIIA	-4	0&10&-2	-6	-5	-3	15
SIRT5 block	-1	-5&-2&-5	x	-1	-5	-2
Xi reactivation	x	0.2&0.3	x	0.0	-0.1	0.0
Cneo AK release	2	-2&-1&-1	2&-5	0	1	0

[43] C=CCN1C(=O)c2ccc(C(=O)N(CCOC)c3c(N)n(CCCC)c(=O)[nH]c3=O)cc2C1=O
[44] CC1=C(C(=O)N(C)C)CC(CC(=O)NC(c2ccccc2)c2ccccc2)C(=O)N1Cc1ccc(F)cc1 (stereo not drawn)
[45] CC(C)c1ccc(NC2CCCN(C(=O)CCCn3cncn3)C2)cc1 (stereo not drawn)
[46] Cc1ccc(C(O)C(=O)c2ccco2)cc1 (stereo not drawn)
[47] CCCc1cc(=O)n2[nH]c(C)c(-c3ccccc3)c2n1
[48] CCCNC(=O)C[C@H]1CC[C@H]2[C@H](COc3ccc(NC(=O)c4ccc(OC)cc4)cc3C(=O)N2C)O1
[49] O=C(NNC(=O)C12CC3CC(CC(C3)C1)C2)c1cccc(O)c1
[50] C[C@H](CO)N1C[C@H](C)[C@H](CN(C)CC2CCCCC2)Oc2c(NS(=O)(=O)c3cn(C)cn3)cccc2C1=O
assay / entry	43	44	45	46	47	48	49	50
PGC1a acetyl inh	0	-24	-1	1	-3	-11	x	-1
LGR2 inh	-18	3	4	-2	10	-6	10	-19
Statin myotox sup	4	1	-8	9	0	5	-2	25
ERAP1 inh	3	x	4	0	x	x	0	x
S100A4 MyoIIA	0	4	-4	-1	x	x	-3	x
SIRT5 block	1	-3	-9	x	x	x	-3	-6
Xi reactivation	-0.1	0.1	0.1	0.0	x	0.0	0.0	0.0
Cneo AK release	0	-2	-1	-2	10	2	3	21

This is a subset; rates above refer to the full screens.
